Scp-1 inhibitor: inhibitors of human Scp-1 phosphatase; Q9GZU7; Recombinant Scp1, phosphopeptide, malachite green phosphate absorbance; inhibition, % at 20 µM; 340,000 compounds, 0.88% hits;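 active = inhibition above about 50% at 20 µM, limit read from the data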;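 also: plate controls were DMSO wells with enzyme for no effect and wells lacking enzyme for full effect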
Target sequence (Q9GZU7 76-261 limits assumed): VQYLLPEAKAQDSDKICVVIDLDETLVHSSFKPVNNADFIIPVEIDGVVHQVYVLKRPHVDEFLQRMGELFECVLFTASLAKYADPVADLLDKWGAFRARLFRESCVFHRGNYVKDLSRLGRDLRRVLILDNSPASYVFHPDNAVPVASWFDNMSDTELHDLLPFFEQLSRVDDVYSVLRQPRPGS
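Assay system: SCP-1 catalytic fragment, aa 76-261 | Buffer or medium: Tris acetate buffer pH 5.5 with MgCl2 and Tween-20 | Compound: One concentration, 20 µM, with 1.0% DMSO | Also added: Phospho 17-mer peptide substrate | Signal: Absorbance at 630 nm | Incubation: 45 min enzyme reaction at room temperature | Measure: % inhibition of SCP-1 phosphate liberation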
STEP inh: inhibitors of human striatal-enriched phosphatase STEP | P54829 | recombinant STEP, OMFP fluorogenic substrate, fluorescence | 360,000 compounds, 0.25% hits | AID 588621 | inhibition, % at 20 µM;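 active = inhibition at 20 µM, scaled per plate between control wells, above about 37%, limit read from the data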;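 also: 0% = DMSO with enzyme and substrate and 100% = substrate only without enzyme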
Target sequence (P54829 whole entry, looked up): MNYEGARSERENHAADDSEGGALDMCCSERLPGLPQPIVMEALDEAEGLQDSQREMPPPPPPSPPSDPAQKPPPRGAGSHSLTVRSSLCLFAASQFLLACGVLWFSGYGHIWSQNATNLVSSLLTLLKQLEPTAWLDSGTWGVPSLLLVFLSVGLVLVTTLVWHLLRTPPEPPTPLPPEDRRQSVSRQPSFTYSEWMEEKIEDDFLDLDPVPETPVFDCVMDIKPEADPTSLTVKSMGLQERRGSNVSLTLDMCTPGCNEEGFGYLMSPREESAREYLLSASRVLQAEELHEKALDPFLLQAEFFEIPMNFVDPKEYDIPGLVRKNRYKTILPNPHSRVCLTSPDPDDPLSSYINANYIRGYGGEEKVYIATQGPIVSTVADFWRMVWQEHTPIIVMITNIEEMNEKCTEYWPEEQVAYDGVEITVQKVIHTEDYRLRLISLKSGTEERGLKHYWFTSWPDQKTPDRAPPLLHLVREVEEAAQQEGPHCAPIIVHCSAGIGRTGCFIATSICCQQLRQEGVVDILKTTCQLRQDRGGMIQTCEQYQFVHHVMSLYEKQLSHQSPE
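System: STEP phosphatase, cell-free reaction; Buffer or medium: Bis-Tris pH 6.0 buffer with DTT, detergent; Incubation: 20 min at room temperature, dark; Measured by: fluorescence, 480/540 nm.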
SUMO1-SIM PPI: alters human SUMO1 binding to SIM partners; P63165; inhibition, % at 20 µM; 360,000 compounds, 0.33% hits; SUMO1 binding to a labelled peptide, TR-FRET, 1 h; in the data active = inhibition above about 37%
Tb MetRS inh: blocks T. brucei methionyl-tRNA synthetase activity; purified T. brucei MetRS, ATP depletion, Kinase-Glo luminescence; inhibition, % at 11.9 µM; 360,000 compounds, 0.4% hits; AID 624268;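 active = inhibition above a per-plate cutoff of the control wells' mean inhibition plus 3 SD, cut at about 5.5% in these data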;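 also: 0% = DMSO wells median and 100% = median of wells with control inhibitor compound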
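System: purified T. brucei MetRS enzyme / Detection: Kinase-Glo luciferase luminescence reporting remaining unconsumed ATP / Medium: HEPES buffer with MgCl2, KCl, DTT, spermine, BSA, pyrophosphatase / Replication: singlicate, one well per compound / Evaluation: percent inhibition relative to median high and low control wells / Schedule: 2 h aminoacylation at 25 °C after 15 min preincubation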
NadD block: NadD (S. aureus) enzyme inhibition; purified NadD enzyme, colorimetric absorbance read-out; inhibition, % at 20 µM; 360,000 compounds, 0.78% hits; AID 602399; in the data active = inhibition above about 26%; also: some compounds past the cut are filed as inactive
DNMT1 inh: DNMT1 (human) enzyme inhibition | DNMT1 molecular beacon, Hinp1I cleavage, fluorescence | inhibition (reported as % activation of signal), % at 10 µM | 360,000 compounds, 0.83% hits | AID 588458; in the data active = inhibition above about 50%
MsrA inh: inhibits bovine methionine sulfoxide reductase A | purified bovine MsrA, absorbance read-out | inhibition, % at 15.5 µM | 360,000 compounds, 0.75% hits; in the data active = inhibition above about 4.5%;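 also: 0% = vehicle wells with enzyme and 100% = reference inhibitor wells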
CSN inh: inhibitors of human CSN-mediated cullin deneddylation; 360,000 compounds, 0.38% hits; Q92905; inhibition, % at 12.5 µM; Purified CSN, SCF-Nedd8-OG deneddylation, fluorescence polarization;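 active = pattern-corrected inhibition above about 35%, with an unprinted fluorescence ratio check between 0.5 and 1.5, limit read from the data, passing the limit was not always enough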;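 also: 0% = enzyme with substrate and 100% = substrate without enzyme; some results filed as inactive read as strong as hits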
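Material: purified human Csn5 enzyme expressed in HEK293T cells / Medium: Tris buffer pH 7.5, NaCl, DTT, Tween-20, trehalose, ovalbumin / Compound dosing: 12.5 µM single point / Schedule: 90 min incubation of compound, enzyme and substrate at room temperature / Signal: fluorescence polarization of the substrate / Control set: no-enzyme wells high, enzyme-with-substrate wells low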
Rpn11 inh: Rpn11 (human) deubiquitinase inhibition. O00487. human 26S proteasome, Ub4-pepOG fluorescence polarization; 20S core pre-blocked with epoxomicin. calls only at 20 µM. 360,000 compounds, 0.59% hits. AID 588493;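 active = inhibition at 20 µM, scaled to each plate's controls, above about 33%, limit read from the data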
LMPTP inh: blocks human LMPTP phosphatase; 360,000 compounds, 0.22% hits; AID 651560; recombinant LMPTP-A, OMFP fluorogenic substrate, fluorescence intensity; inhibition, % at 20 µM; P24666;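 active = compounds that cut the enzyme signal by at least half of the control window in the single-dose screen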;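 also: plate controls were DMSO wells with enzyme plus substrate for no effect and substrate without enzyme for full effect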
Target sequence (P24666 whole entry, looked up): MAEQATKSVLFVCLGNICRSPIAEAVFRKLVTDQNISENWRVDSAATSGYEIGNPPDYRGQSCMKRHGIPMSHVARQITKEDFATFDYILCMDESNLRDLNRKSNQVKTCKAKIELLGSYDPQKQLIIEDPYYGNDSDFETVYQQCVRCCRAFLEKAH
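Test system: LMPTP-A phosphatase enzyme. Amount: LMPTP-A at 0.625 nM final in the reaction. Reagent: OMFP substrate, 400 µM final. Times: 50 min at room temperature. Signal: endpoint fluorescence intensity from OMFP dephosphorylation. Read-out basis: % inhibition. Benchmarks: no-enzyme and uninhibited controls.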
The depositor's hits bear a star; i = inactive; / = not tested or not shown; + = active, no number.

Rpn11 inh	LMPTP inh	Tb MetRS inh	NadD block	SUMO1-SIM PPI	MsrA inh	DNMT1 inh	Scp-1 inhibitor	CSN inh	STEP inh	molecule
i	0.9	-0.6	-7.1	-16.1	-0.8	1.0	-6.5	1.8	0.4	COCCCn1c(C(=O)NC2CCCCC2C)cc2c(=O)n3cccc(C)c3nc21 (stereo not drawn)
i	-1.7	0.4	-4.2	-1.9	-1.3	-0.2	-3.8	-3.5	0.0	CCC1CCCCN1CCCNC(=O)CN1C(=O)c2cccnc2Oc2ccc(Cl)cc21 (stereo not drawn)
i	-2.0	-1.6	-5.9	0.3	2.6	-0.2	-4.8	3.1	-3.0	CCCC(=O)C1=C(SCC)CC(C)(C)C(C(=O)OC)C1=O (stereo not drawn)
i	0.8	-0.5	12.5	0.4	/	-2.1	9.2	3.7	1.7	Cc1ccc(S(=O)(=O)c2cc3c(=O)n4cccc(C)c4nc3n(C3CCCCC3)c2=N)cc1
i	1.2	-0.8	-4.1	1.9	0.4	-1.7	-4.5	-0.6	0.9	CCNC(=O)OCc1cn(-c2ccccc2)nn1
i	0.1	-0.8	0.0	-2.4	0.5	0.5	-4.9	-0.7	-1.9	Cc1ccccc1-c1nn2c(-c3ccccc3)nnc2s1
i	0.6	-0.7	-7.2	3.5	-0.4	2.4	4.2	8.2	-3.3	Cc1cc(C)c(C)c(S(=O)(=O)NC2CCN(Cc3ccccc3)CC2)c1C
i	-0.9	-1.2	1.4	-0.4	2.0	-0.3	-4.2	5.8	2.6	CCCNC(=O)c1ccccc1NC(=O)c1ccccc1N(C)S(C)(=O)=O
i	-1.8	0.1	-1.3	1.2	-0.5	7.0	4.1	-3.7	0.6	C[C@@H]1COC(=O)[C@@H](Cc2ccc(F)cc2)C/C=C\C[C@@H](CC(=O)NCCO)C(=O)N1
i	0.4	-0.6	9.6	3.2	-0.8	-1.1	-7.6	6.8	-0.3	Nc1c(C(=O)CSc2ncccn2)c(=O)[nH]c(=O)n1C1CC1
i	0.9	0.0	-5.0	2.2	-0.5	-7.8	-5.9	3.1	-2.5	COc1ccnc(Oc2ccccc2)c1C(=O)N/C=N/OCc1ccc(F)cc1Cl
i	-1.3	-0.2	-2.6	1.9	-0.7	-0.8	15.4	-0.8	-3.4	CCN1CN(Cc2ccccc2)CNC1=S

Brought forward from above: 3 compounds, then new ones.
Rpn11 inh	LMPTP inh	Tb MetRS inh	NadD block	SUMO1-SIM PPI	MsrA inh	DNMT1 inh	Scp-1 inhibitor	CSN inh	STEP inh	molecule
i	0.4	-0.6	9.6	3.2	-0.8	-1.1	-7.6	6.8	-0.3	Nc1c(C(=O)CSc2ncccn2)c(=O)[nH]c(=O)n1C1CC1
i	0.9	0.0	-5.0	2.2	-0.5	-7.8	-5.9	3.1	-2.5	COc1ccnc(Oc2ccccc2)c1C(=O)N/C=N/OCc1ccc(F)cc1Cl
i	-1.3	-0.2	-2.6	1.9	-0.7	-0.8	15.4	-0.8	-3.4	CCN1CN(Cc2ccccc2)CNC1=S
i	-2.0	-0.2	6.7	0.5	-0.8	6.9	-4.9	2.3	3.6	Cc1ccc(S(=O)(=O)N2CCC(C(=O)N[C@@H](Cc3ccccc3)C(=O)O)CC2)cc1
i	0.4	-0.1	-3.9	2.5	1.2	2.6	4.5	-2.8	0.3	Cc1cc(NC(=O)CSc2cc(Cl)ccc2Cl)n(-c2ccccc2)n1
i	-0.4	-0.4	1.5	-2.8	1.2	23.5	-8.1	0.6	-2.7	Cc1ccc(C(=O)Oc2ccc(/C=N/NC(N)=O)cc2)cc1
/	0.4	-1.4	/	-6.7	0.1	/	/	2.7	/	O=C(NC1CCCCC1)C(c1ccccc1)n1c(=O)c(-c2cc3ccccc3[nH]2)nc2ccccc21 (stereo not drawn)
i	-0.4	-0.4	11.8	3.4	-0.9	0.9	5.4	13.3	-1.0	O=C(c1c[nH]c(C(=O)C(Cl)(Cl)Cl)c1)c1ccc(F)cc1Cl
i	0.8	-0.2	-4.6	2.0	1.4	6.3	-5.3	-6.4	-2.6	O=C(CCC1CCCN(C(=O)CCN2CCCCC2=O)C1)NCc1ccccc1F (stereo not drawn)
i	1.3	-1.1	5.7	-0.3	-0.1	-9.2	-7.1	-5.1	0.5	CCOC(=O)c1c(NC(=O)CN2C(=O)NC(C)(c3ccccc3)C2=O)sc(C)c1C (stereo not drawn)
i	1.4	0.5	-1.6	2.1	0.8	-8.6	-0.3	-0.1	-3.6	Cc1ccc(SCc2[nH]nc3c2C(C(C)C)C(C#N)=C(N)O3)cc1 (stereo not drawn)
i	-1.0	-0.4	2.3	2.8	1.5	0.5	-9.2	-0.2	-0.4	CCCOc1ccc(-c2nc(=S)[nH][nH]2)cc1
i	1.0	-0.7	12.8	-21.2	-1.4	2.7	-7.6	2.9	3.1	Cc1ccc(/C=C2\SC(=S)N(CCC(=O)NNC(=O)c3cccnc3)C2=O)cc1
i	0.2	0.2	0.6	6.6	0.6	2.0	0.6	-0.7	2.2	COc1ccc(CN(C)C(=S)Nc2ccc(Cl)cc2Cl)cc1
i	-0.4	-0.6	-7.0	0.6	1.1	0.7	-10.3	1.0	0.1	CCOC(=O)N1CCC(N2CCN(Cc3ccccc3)C(CCO)C2)CC1 (stereo not drawn)
i	6.4	-0.2	14.1	-15.8	0.9	-8.8	-14.4	4.8	10.0	O=[N+]([O-])c1cccc(-c2ccc(C(=S)N3CCN(c4ccccc4)CC3)o2)c1
i	-1.9	-1.3	-0.6	15.7	-0.4	3.4	2.0	-3.0	3.5	Cc1ccc(NC(=O)C2C3CCCC2C3c2ccccc2)cc1C (stereo not drawn)
i	-0.6	-0.2	2.2	2.1	1.2	2.0	-1.3	-1.7	0.2	O=C(CCN1CCN(c2ccccc2)CC1)Nc1ccccc1F
i	2.1	-0.2	-8.5	0.7	-0.2	0.1	-22.2	-0.2	-2.4	CC1C(=O)N(Cc2ccccc2F)c2ccccc2N1C(=O)c1c(F)cccc1F (stereo not drawn)
i	1.1	-0.5	20.2	-9.6	-1.2	-4.4	-1.5	7.3	3.4	Brc1ccc(C2=Nn3c(nnc3-c3n[nH]c4c3CCC4)SC2)cc1
i	0.4	-0.5	-7.7	1.4	-0.1	1.7	-0.1	-2.8	0.4	C=CCOc1ccc(/C=C/C(=O)OCC(=O)NCc2cccc(OC)c2)cc1
+	2.6	-0.9	23.9	11.4	-0.5	8.3	4.5	23.2	-0.1	O=C(O)c1ccccc1N/N=C/C1=C(N2CCOCC2)C(=C\c2ccccc2)/CC1
i	-1.6	-0.7	-2.4	-0.8	0.8	-1.1	-12.2	-2.1	0.5	O=C(NCCN1CCN(c2cccc(Cl)c2)CC1)C1CCCN(S(=O)(=O)c2cnc[nH]2)C1 (stereo not drawn)
+	-0.2	-0.5	3.2	1.1	1.0	53.9*	-7.3	10.1	4.2	CCCn1c(SCc2nc3sc(C)c(C)c3c(=O)[nH]2)nc2ccccc2c1=O
i	1.0	-1.5	2.6	0.6	-1.6	3.2	-5.5	1.2	-0.1	CC(C)(C)c1cn(-c2ccccc2)c(=S)[nH]1
i	0.2	-0.4	23.7	-2.3	1.3	6.7	-2.7	2.4	1.0	Cc1ccc(CNC(=O)c2ccc3c(=O)n4c(-c5ccc(C)cc5)csc4nc3c2)cc1
i	1.2	-1.4	0.5	-0.2	1.0	-2.3	-4.1	0.1	-12.4	CC(=O)c1cccc(NC(=O)c2ccc(S(=O)(=O)N3CCCCC3)cc2)c1
i	-0.1	0.0	-4.5	2.3	-0.1	1.2	-5.7	3.5	-4.4	O=C(CN1CCN(c2ccccn2)CC1)Nc1cc(F)ccc1F
i	3.9	1.1	-2.4	-1.3	1.2	12.2	-11.7	1.0	-1.9	N=c1ncn(Cc2ccccc2)c2nc(SCCOc3ccccc3)[nH]c12
i	-0.5	0.6	0.5	3.6	-1.1	6.0	-7.3	-4.7	1.5	CCOc1ccc(OCC(=O)c2c(O)c3ccccc3oc2=O)cc1
i	0.1	-0.2	21.5	0.0	0.5	18.1	-7.3	-2.7	2.0	Cc1ccc(/C=C2\SC(=S)N(CCC(=O)NNS(=O)(=O)c3ccc(C)cc3)C2=O)cc1
i	1.0	-0.4	0.5	2.3	1.5	-2.2	-3.5	-5.7	-1.2	Cc1sc(NC(=O)CN(CCc2ccccc2)C(=O)C2CC2)c(C(N)=O)c1C
i	2.6	-0.5	40.6*	-2.4	0.6	-5.3	-15.5	1.8	-0.5	CCn1c2ccccc2c2cc(NC(=O)COC(=O)c3cc(S(N)(=O)=O)c(Cl)cc3Cl)ccc21
i	-0.5	-1.6	-3.0	2.1	0.9	-5.7	-6.5	-0.4	-1.6	CC(C)N1C(=O)CCC1C(=O)N1CCCc2ccccc21 (stereo not drawn)
i	-2.0	0.1	-2.6	-3.2	-0.3	4.2	/	2.7	0.6	COc1ccc(S(=O)(=O)NC(=O)C2(C)CCN2C(=O)Cc2cccc3ccccc23)cc1 (stereo not drawn)
